# TMEM16A act – mouse TMEM16A channel activation, primary screen; Q8BHY3; HEK293 TMEM16A/YFP-H148Q/I152L, iodide quench fluorescence; active compounds read low; B-score at 10 µM; 340,000 tested, 0.3% active;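 active means fluorescence-ratio B-score plate-corrected deviation score at least 3 library SD below zero, with starting fluorescence score within 5 deviations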;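 further: channel opened by trigger with iodide after compound preincubation; score built on the fluorescence ratio of max minus min over baseline; more negative score means more quench and so TMEM16A activation or potentiation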
# TRPC6 inhibitor – mouse TRPC6 channel inhibition. Q61143. HEK293-TRPC6, membrane potential dye, ACh-evoked depolarization; active compounds read low. B-score at 10 µM. 310,000 tested, 1.1% active;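 active means B-score under library mean minus 3 SD, initial fluorescence not abnormally high, positive integrated signal ratio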;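 further: B-score derived from integrated fluorescence ratio over the kinetic read; more negative B-score means stronger inhibition of depolarization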
# Target sequence (Q61143 whole entry, looked up): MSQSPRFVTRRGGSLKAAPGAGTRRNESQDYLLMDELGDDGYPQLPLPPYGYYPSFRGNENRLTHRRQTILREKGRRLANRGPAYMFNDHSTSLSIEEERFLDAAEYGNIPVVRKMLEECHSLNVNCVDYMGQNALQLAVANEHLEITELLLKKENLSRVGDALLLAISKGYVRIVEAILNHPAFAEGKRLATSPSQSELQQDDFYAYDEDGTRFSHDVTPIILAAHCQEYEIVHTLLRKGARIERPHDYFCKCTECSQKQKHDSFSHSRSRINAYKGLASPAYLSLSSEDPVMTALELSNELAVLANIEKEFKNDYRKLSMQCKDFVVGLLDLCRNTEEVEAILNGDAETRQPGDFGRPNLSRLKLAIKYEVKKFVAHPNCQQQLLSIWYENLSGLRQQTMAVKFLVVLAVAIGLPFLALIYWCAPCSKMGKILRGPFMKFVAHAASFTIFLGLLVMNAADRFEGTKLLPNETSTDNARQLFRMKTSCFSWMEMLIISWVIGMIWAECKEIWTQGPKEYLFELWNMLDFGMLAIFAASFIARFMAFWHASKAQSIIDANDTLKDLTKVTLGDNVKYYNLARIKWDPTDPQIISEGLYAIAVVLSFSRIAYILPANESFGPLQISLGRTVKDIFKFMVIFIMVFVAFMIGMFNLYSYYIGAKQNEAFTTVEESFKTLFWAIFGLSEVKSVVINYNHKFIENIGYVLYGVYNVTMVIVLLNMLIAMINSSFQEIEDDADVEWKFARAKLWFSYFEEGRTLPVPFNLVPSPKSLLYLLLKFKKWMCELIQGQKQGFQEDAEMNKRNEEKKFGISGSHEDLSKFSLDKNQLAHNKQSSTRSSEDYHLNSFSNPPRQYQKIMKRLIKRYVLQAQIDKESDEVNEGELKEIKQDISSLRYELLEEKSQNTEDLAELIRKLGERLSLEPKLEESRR
# TRPC4 block – TRPC4 (mouse) channel inhibition | AID 2247 | HEK293 TRPC4beta/mu-opioid, DAMGO-evoked Fluo4 calcium flux; active compounds read low | B-score at 10 µM | 300,000 tested, 0.39% active | Q9QUQ5;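 active means B-score over 3 SD under the library average, no early fluorescence shift, positive overall ratio signal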
#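 Assay system: HEK293 cells with stable TRPC4beta plus mu-opioid receptor expression. Dosing: single dose. Measured by: Fluo4 Ca2+ flux fluorescence. Also added: DAMGO in two steps, submaximal then maximal. Read-out: B score from integrated Fluo4 fluorescence ratio.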
# TRPC4 agonist – activators of mouse TRPC4 channel; Q9QUQ5; HEK293 TRPC4beta/mu-opioid, Fluo4 calcium fluorescence; active compounds read high; B-score at 10 µM; 310,000 tested, 0.49% active; AID 2237;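 active means B-score above 5 SD of library B-scores, and initial fluorescence ratio not above library mean plus 5 SD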;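 further: positive B-score marks a calcium rise read as TRPC4 activation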
#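 Material: TRPC4beta and mu-opioid receptor HEK293 stable cells | Incubation: 45 min room-temperature Fluo4 loading, 110 s read | Detection: Kinetic Fluo4 calcium fluorescence | Measure: Integrated baseline-normalised fluorescence ratio, converted to per-well B score | Benchmarks: Low control buffer alone, high control maximal DAMGO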
# MrgX1 ag – activates human MrgX1 receptor signaling | AID 588627 | 310,000 tested, 0.44% active | MrgX1-HEK293 cells, Fluo-4 calcium fluorescence, agonist mode; active compounds read high | B-score at 10 µM;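 active means calcium response B-score plate-corrected fluorescence ratio at least 3 library SD, with starting fluorescence B-score inside 5 SD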
#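 Material – MrgX1-expressing HEK293 cells · Input – 15,000 cells seeded per well · Dosing – compound as first of three additions · Times – overnight seeding, then 1 h dark dye loading · Measured by – kinetic Fluo-4 NW fluorescence of intracellular calcium · Read-out – B-scored fluorescence response ratio · Benchmarks – positive and negative control wells on each plate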
# TRPC6 activator – mouse TRPC6 channel activation; B-score at 10 µM; 310,000 tested, 0.13% active; AID 2550; Q61143; HEK293-TRPC6 membrane potential dye fluorescence; active compounds read high;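 active means B-score of the integrated fluorescence ratio above library mean plus 3 SD, and starting fluorescence ratio within library mean plus 5 SD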;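 further: higher score means more depolarization so channel activation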
# SKKanGAS inh – inhibitors of SKKanGAS S. pyogenes growth in kanamycin (SK-promoter or general growth effect); inhibition, % at 7.5 µM; AID 1662; BacTiter-Glo, 6 h; 300,000 tested, 1.3% active;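 active means mean replicate score, as percent of positive control median, at least 50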;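 further: strain carries kanamycin resistance gene driven by streptokinase promoter and grows in 40 µg/ml kanamycin; loss of luminescence reflects streptokinase promoter inhibition or plain growth inhibition; 0% = median of DMSO wells and 100% = positive control at its reference dose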
# TRPC4 PAM – allosterically enhances the mouse TRPC4 cation channel; Q9QUQ5; HEK293 TRPC4beta/mu-opioid, DAMGO EC20, Fluo-4 Ca2+ flux; active compounds read high; B-score at 10 µM; 310,000 tested, 0.42% active;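 active means B-score of calcium response area above 5 SD of library B-scores, with initial fluorescence ratio within 5 SD of library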;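 further: B-score of integrated fluorescence ratio over time as area under calcium response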
# MrgX1 allo act – human MrgX1 positive allosteric modulation, primary screen; AID 588675; 310,000 tested, 0.63% active; MrgX1-HEK293, Fluo-4 calcium flux, FDSS; active compounds read high; Q96LB2; B-score at 10 µM;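 active means plate-corrected calcium response at least 3 library SD above typical, normal starting fluorescence, not activating the receptor alone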;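 further: compound read alongside a low EC10 to EC30 dose of BAM8-22 agonist; peak minus trough fluorescence over baseline measured at the second addition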
# MrgX1 antag – human MrgX1 receptor antagonism, primary screen. Q96LB2. MRGX1-HEK293 calcium flux, Fluo-4, BAM8-22 antagonism; active compounds read low. B-score at 10 µM. 310,000 tested, 1.3% active. AID 588676;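 active means calcium-response B-score plate-corrected more than 3 library SD below zero, starting fluorescence within 5 deviations, no agonist response on first addition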;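 further: peak minus trough fluorescence over baseline after final BAM8-22 challenge near maximal dose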
# TMEM16A inh – inhibitors of mouse TMEM16A calcium-activated chloride channel; HEK293 TMEM16A/YFP iodide influx fluorescence, ionomycin; AID 588511; 310,000 tested, 1.2% active; normalized B-score (activity score, 25-100; higher = stronger inhibition) at 10 µM; Q8BHY3;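 active means ratio plate-corrected score three or more library SD toward inhibition, starting fluorescence score within five deviations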;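 further: score derived from kinetic fluorescence span divided by baseline fluorescence per well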
# The depositor's hits bear a star; i = inactive; nt = no result given.
compound	TMEM16A act	TRPC6 inhibitor	TRPC4 block	TRPC4 agonist	MrgX1 ag	TRPC6 activator	SKKanGAS inh	TRPC4 PAM	MrgX1 allo act	MrgX1 antag	TMEM16A inh
O=C(Oc1ccccc1N1CCOCC1)c1sccc1Br	i	i	i	i	i	i	-1.9	i	i	i	i
Cc1ccc(CCNS(=O)(=O)c2cnc[nH]2)cc1	i	i	i	i	i	i	-5.8	i	i	i	i
O=C(NC(=S)Nc1cccnc1Cl)c1ccc(F)cc1	i	i	i	i	i	i	-1.1	i	i	i	i
COc1cc(/C=N/NC(=O)C(NC(=O)c2ccccc2)c2n[nH]c(=O)c3ccccc23)ccc1OCC(N)=O (configuration not stated)	i	i	i	i	i	i	-0.6	i	i	i	i
CC(C)COc1ccc(C(=O)OCCN2CCOCC2)c(O)c1	i	i	i	i	i	i	0.9	i	i	i	i
CC(NC(=O)COC(=O)[C@@H]1CCCN1S(=O)(=O)c1ccccc1F)C12CC3CC(CC(C3)C1)C2 (some centres not stated)	i	i	i	i	i	i	-4.0	i	i	i	i
CC1CN(Cc2cc(=O)n3ccsc3n2)CC(C)O1 (configuration not stated)	i	i	i	i	i	i	-2.3	i	i	i	i
COc1ccccc1C(C)N(C)Cc1nc(COc2ccccc2)no1 (configuration not stated)	i	i	i	i	i	i	0.3	i	i	i	i
O=C(O)CCN1/C(=C/C=Nc2ccccc2)Oc2ccccc21	i	i	i	i	i	i	1.0	i	i	i	i
Cc1ccc(NC(=S)N(CCN2CCCCC2)Cc2ccco2)cc1	i	i	i	i	i	i	-0.2	i	i	i	i
Cc1ccc([N+](=O)[O-])cc1NC(=O)Nc1cccc(F)c1	i	i	i	i	nt	i	9.0	i	nt	nt	nt
O=C1Nc2cc(Br)ccc2C1(O)c1ccccc1O (configuration not stated)	i	i	i	i	i	i	2.1	i	i	i	i
Cc1ccc(C(=O)NNC(=O)c2nn(-c3ccc(F)cc3)ccc2=O)cc1	i	i	i	i	i	i	7.6	i	i	i	i
Clc1ccc(-c2cc(COc3ccc4ccccc4c3)no2)cc1	i	i	i	i	i	i	-0.7	i	i	i	i
COCCn1c(SCC(=O)Nc2nc(C)cs2)nnc1C(C)C	i	i	i	i	i	i	-3.2	i	i	i	i
O=C(CC1NCCNC1=O)Nc1ccccc1 (configuration not stated)	i	i	i	i	i	i	-0.4	i	i	i	i
COc1ccc(S(=O)(=O)Nc2c(C)n(C)n(-c3ccccc3)c2=O)cc1Br	i	i	i	i	i	i	-3.7	i	i	i	i
CC(C)c1ccc(N2C(=NC(=O)C3CC3)SC3CS(=O)(=O)CC32)cc1 (configuration not stated)	i	i	i	i	i	i	-3.2	i	i	i	i
O=C(NCc1ccccc1Cl)C1CCC(CNc2nc(=S)[nH]c3ccccc23)CC1 (configuration not stated)	i	i	i	i	i	i	2.7	i	i	i	i
Cn1ncc(C#N)c1/N=C/N1CCOCC1	i	i	i	i	i	i	2.5	i	i	i	i
Cc1ccc(-c2cc(C(=O)N/N=C/C(Br)=C/c3ccccc3)n[nH]2)o1	i	i	i	i	i	i	4.7	i	i	i	i
COC(=O)CC1C(=O)NCCN1C(=O)CSc1nc2cc(Cl)ccc2o1 (configuration not stated)	i	i	i	i	i	i	6.9	i	i	i	i
C/C=C(/C)C(=O)O[C@@H]1[C@H](OC(=O)C=C(C)C)c2c(ccc3ccc(=O)oc23)OC1(C)C	i	i	i	i	i	i	2.6	i	i	i	i
Cc1cc(=O)[nH]c(SCc2cn3ccccc3n2)n1	i	i	i	i	i	i	-5.7	i	i	i	i
COc1ccc(C)cc1S(=O)(=O)N(C)CC(=O)N1CCCC1	i	i	i	i	i	i	-3.7	i	i	i	i
Cc1cccc(-n2c(SCC(=O)Nc3ncc(Cl)cc3Cl)nc3ccccc32)c1	i	i	i	i	i	i	36.6	i	i	i	i
Cc1ccc(S(=O)(=O)Nc2cccnc2)cc1	i	i	i	i	i	i	-0.5	i	i	i	i
CN(C)C1(CNC(=O)c2cccc(S(=O)(=O)Nc3ccc(Br)cc3)c2)CCCCC1	i	i	i	i	i	i	20.7	i	i	i	i
Cc1nnn(-c2nonc2N)c1C(=O)N/N=C/c1cccc2ccccc12	i	i	i	i	i	i	-5.1	i	i	i	i
CN1CCN(C(c2ccc(Br)cc2)c2cc(Cl)c3cccnc3c2O)CC1 (configuration not stated)	i	i	i	i	i	i	69.2*	i	i	-5.34*	i
CCOC(=O)c1cc(S(=O)(=O)N(C)Cc2ccccc2)cn1C	i	i	i	i	i	i	2.0	i	i	i	i
Cc1nn(-c2ccccc2)c(C)c1/C=N/n1c(-c2ccncc2)n[nH]c1=S	i	i	i	i	i	i	15.7	i	i	i	i
O=C(N/N=C/c1cc2c(cc1Br)OCO2)c1c[nH]c2ccccc12	i	i	i	i	i	i	5.1	i	i	i	i
Cc1nnsc1C(=O)N1CCN(c2ccc(C#N)cn2)CC1	i	i	i	i	i	i	-9.7	i	i	i	i
CCN(CC(=O)NCc1ccc(F)cc1)C(=O)c1cc2ccccc2o1	i	i	i	i	i	i	-12.6	i	i	i	i
CCOc1ccc2nc(NC(=O)c3ccc(OC)c(S(=O)(=O)N4CCOCC4)c3)sc2c1	i	i	i	i	i	i	21.4	i	i	i	i
Cc1cc(C)n(CC2CC(=O)N(c3ccc(Cl)c(Cl)c3)C2=O)n1 (configuration not stated)	i	i	i	i	i	i	-2.9	i	i	i	i
COc1ccc(CCNS(=O)(=O)c2ccc(-c3ccc(=O)[nH]n3)o2)cc1OC	i	i	i	i	i	i	21.6	i	i	i	i
NS(=O)(=O)c1ccc(NC(=S)N2CCN(c3cccc(Cl)c3)CC2)cc1	i	i	i	i	i	i	-3.7	i	i	i	i
CCOC(=O)c1oc2cccc(OC(C)=O)c2c1C	i	i	i	i	i	i	-0.3	i	i	i	i
Cc1ccc(N2C(=S)NC3c4cc(Cl)ccc4OC2(C)C3C(=O)N(C)C)cc1 (configuration not stated)	i	i	i	i	i	i	-0.5	i	i	i	i
COc1ccc(OC)c(CN2CCN(C(=O)c3cc4ccccc4cc3O)CC2)c1	i	i	i	i	i	i	-5.6	i	i	i	i
Cc1ccsc1/C=N\NC(=O)CC(=O)NCc1ccccc1	i	i	i	i	i	i	-28.9	i	i	i	i
CC1CC(OC(=O)CN2CCCCC2)CC(C)(C)C1 (configuration not stated)	nt	i	i	i	i	i	4.1	i	i	i	i
COc1ccccc1-c1nc(SCC(=O)Nc2cc(C)on2)c2c(=O)n(C)c(=O)n(C)c2n1	i	i	i	i	i	i	32.1	i	i	i	i
CC1CN(C(=O)c2cc([N+](=O)[O-])cc([N+](=O)[O-])c2)CC(C)O1 (configuration not stated)	i	i	i	i	i	i	5.2	i	i	i	i
O=C(O)c1cccc(-c2ccc3c(c2)OCO3)c1	i	i	i	i	i	i	2.1	i	i	i	i
CCOc1ccc(NC(=O)c2nc(SCC)ncc2Cl)cc1	i	i	i	i	i	i	4.2	i	i	i	i
Cc1c(CC(=O)O)c(=O)oc2c(C)c(OCc3c(F)cccc3Cl)ccc12	i	i	i	i	i	i	8.1	i	13*	i	i
O=C(CCCN1C(=O)c2ccccc2C1=O)Nc1c(C(=O)C2CC2)oc2ccccc12	i	i	i	i	i	i	-12.1	i	i	i	i
O=C(/C=C/c1ccc([N+](=O)[O-])cc1)NCCc1ccc(F)cc1	i	i	i	i	i	i	-18.3	i	i	i	i
CCC1=NN2C(=N)/C(=C\c3cccn3-c3cccc(Cl)c3)C(=O)N=C2S1	i	i	i	i	i	i	35.8	i	10.5*	i	i
Cn1c(COc2ccc(Cl)cc2)nnc1SCC(=O)Nc1ccc2c(c1)CCC2	i	i	i	i	i	i	-0.6	i	i	i	i
COc1ccccc1N(Cc1ccccc1)S(=O)(=O)c1cccc(C(=O)Nc2cccc(C)n2)c1	i	i	i	i	i	i	1.2	i	i	i	i
O=C(NCC1CCCO1)C(c1ccncc1)N(Cc1cccs1)C(=O)Cn1nnc(-c2ccc(F)cc2)n1 (configuration not stated)	i	i	i	i	i	i	3.8	i	i	i	i
Cc1nnc(SCC(=O)Nc2sccc2C#N)n1Cc1ccccc1	i	i	i	i	i	i	-1.5	i	i	i	i

# Additional structures.
compound	TMEM16A act	TRPC6 inhibitor	TRPC4 block	TRPC4 agonist	MrgX1 ag	TRPC6 activator	SKKanGAS inh	TRPC4 PAM	MrgX1 allo act	MrgX1 antag	TMEM16A inh
COc1ccccc1NC(=O)CSc1nnnn1C1CCCCC1	i	i	i	i	i	i	6.1	i	i	i	i
COc1cc(NC(=S)NNC(=O)CC(C)C)c(OC)cc1Cl	i	i	i	i	i	i	-10.2	i	i	i	i
COc1cccc(CNC(=O)C2CCN(S(=O)(=O)c3ccc(Br)s3)CC2)c1	i	i	i	i	i	i	-2.9	i	i	i	i
CSc1nnc(-c2sc3cc(C(F)(F)F)cnc3c2-c2ccccc2)n1C	i	i	i	i	i	i	1.0	i	i	i	i
Cc1cccc(C(=O)NCCNC(=O)c2ccccn2)c1	i	i	i	i	i	i	-7.9	i	i	i	i
Cn1cc(S(=O)(=O)N2CCOCC2)cc1C(=O)NCc1ccccc1Cl	i	i	i	i	i	i	0.8	i	i	i	i
O=C(Nc1ccc2oc(-c3ccccc3Cl)nc2c1)c1ncn[nH]1	i	i	i	i	55.1*	i	5.3	i	i	i	i
COCCN1CCN(C(=O)c2ccc3c(c2)S(=O)(=O)c2ccccc2C3=O)CC1	nt	i	i	i	i	i	-0.9	i	i	i	i
CCOC(=O)C1=C(C)N(c2ccccc2)C(=O)/C1=C\c1cccs1	i	i	i	i	i	i	-7.9	i	i	i	i
CCCCC(=O)N/N=C/c1ccc(Sc2cccc3cccnc23)o1	i	i	i	i	i	i	3.6	i	i	i	i

# Source: PubChem (several laboratories)
